Pol eta inh – DNA polymerase eta (human) inhibition | recombinant Pol eta, fluorescent DNA replication assay | Q9Y253 | hit rate 1.2% among 390,000 | Potency, µM (series often up to 114 µM), for the others: at the top dose activity change, negative = inhibition, most hits filed as inhibitors | AID 588591; note: potency is the fitted concentration of half-maximal effect; % is set by controls: 0 for no effect and ±100 for the full control effect
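Fluorescent replication assay: 50 nM final substrate added after a 15 min room-temperature compound preincubation with 10 nM enzyme. Signal taken at 0 min and again at 10 min.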
Tb PGK inh – T. brucei PGK inhibition; Potency, µM (highest dose often 57.5 µM), for inactives: at the highest dose activity change, negative = inhibition, most hits filed as inhibitors; P07378; hit rate 0.043% among 380,000; AID 602233; PGK/GAPDH coupled, Kinase-Glo luminescence, 60 min; note: potency is the fitted concentration of half-maximal effect; % is set by controls: 0 for no effect and ±100 for the full control effect; nearly all actives have a fitted effect of over 60% in size
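Recombinant glycosomal PGK reaction used 1,3-bisphosphoglycerate generated in-well by GAPDH (100nM final) in 100mM TEA pH 7.6, 5mM MgCl2, 0.01% Tween-20. After 60 minutes at room temperature, ATP was read by Kinase-Glo Plus luminescence end-point.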
JMJD2A Tudor – inhibitors of human JMJD2A Tudor domain. O75164. AlphaScreen JMJD2A-Tudor / H3K4me3 peptide binding. Potency, µM (top dose mostly 114 µM), without a hit: at the top dose activity change, negative = inhibition, hits mostly inhibitors. hit rate 4.4% among 390,000; note: potency is the fitted concentration of half-maximal effect; % is set by controls: 0 for no effect and ±100 for the full control effect; nearly all actives have a fitted effect of over 50% in size
PI4K2A block – blocks human PI4K2A kinase activity; purified PI4K2A, ADP-Glo luminescence, 1 h; hits give low values; activity change, negative = inhibition, % at 76.9 µM; hit rate 0.13% among 420,000; Q9BTU6; in the data active = activity change below about -50%; inconclusive = mostly about -30% to -49%;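 note: -100% = wells without enzyme as full effect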
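Compounds are screened against recombinant PI4K2A using PI as substrate and ATP, the latter dispensed at 300 microM. Reactions run one hour at ambient temperature before ADP-Glo detection; full inhibition defined by wells lacking enzyme.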
HP1b chromo inh – inhibitors of HP1-beta chromodomain binding to methylated histone tails; P83916; AlphaScreen HP1-beta / biotin-H3K9me3 peptide binding; Potency, µM (doses to about 114 µM), for inactives: at the highest dose activity change, negative = inhibition, usual class: inhibitors; hit rate 0.56% among 390,000; note: potency is the fitted concentration of half-maximal effect; nearly all actives have a fitted effect of over 70% in size; inactives centre near 23
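AlphaScreen: HP1-beta (50 nM) preformed 30 min with biotin-H3(1-18)K9me3 peptide (50 nM) in PBS pH 7.4, 0.01% Tween-20. Compound added for 30 min at RT, then streptavidin donor/nickel chelate acceptor beads (10 ug/mL) for 30 min.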
G9a block – G9a (human) methyltransferase inhibition; Q96KQ7; G9a H3K9 monomethylation, AlphaScreen, 2 h; Potency, µM (series often up to 102 µM), for inactives: at the highest dose activity, negative = inhibition, most hits filed as inhibitors; hit rate 8.8% among 350,000; note: potency is the fitted concentration of half-maximal effect; % is set by controls: 0 for no effect and ±100 for the full control effect; nearly all actives have a fitted effect of over 75% in size
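Signal arises when biotinylated H3K9 peptide, once monomethylated, bridges streptavidin donor and antibody-captured acceptor beads. Enzyme at 20 nM was preincubated 15 min with test compounds; peptide 500 nM and SAM 20 uM then reacted for 2 h.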
Pin1 inh – blocks the human prolyl isomerase Pin1 | Pin1 FP peptide displacement, HiFluor488, 10 min | Potency, µM (doses to about 115 µM), for inactives: at the top dose activity, negative = inhibition, most hits filed as inhibitors | hit rate 0.009% among 390,000 | Q13526 | AID 504891; active = well fitted inhibition curve with a large enough effect in the polarisation, with a control signal flat, not every such curve was filed as active; inconclusive = small, poorly fitted or top-dose-only effect, or effect the other way, or a change in a side signal; inactive = no such curve, though single readings can be large or run the other way; the % refers to the polarisation; note: potency is the fitted concentration of half-maximal effect; % is set by controls: 0 for no effect and ±100 for the full control effect
GLS inh – blocks human kidney-isoform glutaminase activity; hit rate 0.21% among 410,000; AID 624170; GLS enzymatic activity, qHTS titration; Potency, µM (doses to about 45.5 µM), inactives show top-dose activity change, negative = inhibition, most hits filed as inhibitors; O94925; note: potency is the fitted concentration of half-maximal effect; % is set by controls: 0 for no effect and ±100 for the full control effect
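Coupled fluorescence readout: glutamate oxidase/HRP/Amplex Red detect glutamate formed by hKGA from L-glutamine (1 mM solution added). Buffer 45 mM KH2PO4 pH 8.2, 0.02% Tween-20; reads at t0 and 30 min RT.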
BAZ2B block – blocks human BAZ2B. AID 504333. Q9UIF8. Potency, µM (highest dose often 114 µM), without a hit: top-dose activity change, negative = inhibition, usual class: inhibitors. AlphaScreen BAZ2B-H3K14Ac peptide displacement. hit rate 4.4% among 360,000; note: potency is the fitted concentration of half-maximal effect; % is set by controls: 0 for no effect and ±100 for the full control effect; nearly all actives have a fitted effect of over 60% in size
Target sequence (Q9UIF8 whole entry, looked up): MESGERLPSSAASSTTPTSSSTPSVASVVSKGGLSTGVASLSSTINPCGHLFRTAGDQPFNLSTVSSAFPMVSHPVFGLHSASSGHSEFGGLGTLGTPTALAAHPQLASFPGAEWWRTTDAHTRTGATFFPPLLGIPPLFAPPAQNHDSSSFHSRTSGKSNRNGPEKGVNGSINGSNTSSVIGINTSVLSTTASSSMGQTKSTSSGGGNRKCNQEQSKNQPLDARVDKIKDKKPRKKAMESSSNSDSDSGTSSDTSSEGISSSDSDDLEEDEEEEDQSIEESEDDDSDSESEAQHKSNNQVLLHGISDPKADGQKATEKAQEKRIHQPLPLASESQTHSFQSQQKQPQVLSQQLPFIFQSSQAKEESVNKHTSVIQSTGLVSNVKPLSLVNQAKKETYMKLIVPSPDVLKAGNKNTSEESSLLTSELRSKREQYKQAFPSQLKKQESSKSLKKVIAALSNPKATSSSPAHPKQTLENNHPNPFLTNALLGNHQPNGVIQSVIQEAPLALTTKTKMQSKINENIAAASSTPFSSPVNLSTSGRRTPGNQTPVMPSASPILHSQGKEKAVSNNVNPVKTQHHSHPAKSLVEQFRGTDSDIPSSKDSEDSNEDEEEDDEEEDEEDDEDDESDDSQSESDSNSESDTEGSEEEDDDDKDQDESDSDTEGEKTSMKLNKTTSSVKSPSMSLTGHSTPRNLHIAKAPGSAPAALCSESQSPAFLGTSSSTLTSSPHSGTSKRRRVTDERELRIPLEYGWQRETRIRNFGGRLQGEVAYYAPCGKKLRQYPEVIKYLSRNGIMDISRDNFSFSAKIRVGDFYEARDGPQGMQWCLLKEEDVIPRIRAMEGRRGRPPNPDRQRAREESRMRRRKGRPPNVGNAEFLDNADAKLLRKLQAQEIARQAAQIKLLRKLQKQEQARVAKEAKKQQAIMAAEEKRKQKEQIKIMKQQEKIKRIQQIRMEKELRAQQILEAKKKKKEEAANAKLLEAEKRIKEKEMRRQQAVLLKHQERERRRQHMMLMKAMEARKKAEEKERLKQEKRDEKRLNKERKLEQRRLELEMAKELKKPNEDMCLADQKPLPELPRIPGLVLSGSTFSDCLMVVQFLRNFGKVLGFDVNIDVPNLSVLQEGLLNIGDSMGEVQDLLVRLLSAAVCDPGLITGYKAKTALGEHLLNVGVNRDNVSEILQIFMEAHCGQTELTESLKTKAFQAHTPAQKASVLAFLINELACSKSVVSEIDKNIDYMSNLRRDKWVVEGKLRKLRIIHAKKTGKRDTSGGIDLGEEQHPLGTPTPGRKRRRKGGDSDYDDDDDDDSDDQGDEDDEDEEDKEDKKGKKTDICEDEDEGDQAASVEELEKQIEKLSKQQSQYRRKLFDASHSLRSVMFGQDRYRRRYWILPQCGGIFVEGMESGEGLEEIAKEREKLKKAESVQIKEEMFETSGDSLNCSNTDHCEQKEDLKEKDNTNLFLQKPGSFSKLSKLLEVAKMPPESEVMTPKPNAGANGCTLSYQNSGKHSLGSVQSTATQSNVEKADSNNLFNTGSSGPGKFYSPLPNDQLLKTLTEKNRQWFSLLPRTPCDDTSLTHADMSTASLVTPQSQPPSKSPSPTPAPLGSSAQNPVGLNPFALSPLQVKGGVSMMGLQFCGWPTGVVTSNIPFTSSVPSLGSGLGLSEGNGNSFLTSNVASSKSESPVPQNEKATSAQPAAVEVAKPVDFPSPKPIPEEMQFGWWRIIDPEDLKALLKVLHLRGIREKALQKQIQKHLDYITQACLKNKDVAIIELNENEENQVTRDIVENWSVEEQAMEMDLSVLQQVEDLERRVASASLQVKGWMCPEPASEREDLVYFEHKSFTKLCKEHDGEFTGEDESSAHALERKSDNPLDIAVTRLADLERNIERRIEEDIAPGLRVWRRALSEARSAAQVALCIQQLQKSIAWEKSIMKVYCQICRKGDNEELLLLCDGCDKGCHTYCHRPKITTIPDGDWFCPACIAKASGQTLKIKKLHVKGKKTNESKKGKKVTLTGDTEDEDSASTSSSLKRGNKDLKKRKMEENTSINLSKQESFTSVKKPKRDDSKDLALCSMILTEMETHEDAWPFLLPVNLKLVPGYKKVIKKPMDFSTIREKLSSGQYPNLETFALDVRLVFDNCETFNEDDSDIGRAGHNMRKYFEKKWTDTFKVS
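AlphaScreen luminescence quantifies BAZ2B engagement of H3K14Ac peptide; the protein and biotinylated peptide are both at 50 nM final, buffer PBS pH 7.4 with 0.01% Tween-20, all steps at room temperature.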
Starred values were filed as active, the others as inactive; i = inactive; ? = inconclusive; . = not tested or not shown; [ ] = dose if it differs, or a comment. Unless noted, calls come from the whole dose curve; as a rule, active = well fitted curve in the direction sought with a large enough effect; inconclusive = small, poorly fitted or top-dose-only effect, or another doubt; inactive = no such curve, though single readings can be large; an effect the other way counts as inactive or inconclusive. This is a subset (hit frequency here may not be typical).

SMILES	Pol eta inh	Tb PGK inh	JMJD2A Tudor	PI4K2A block	HP1b chromo inh	G9a block	Pin1 inh	GLS inh	BAZ2B block
O=S(=O)(c1ccc(-c2cc(C(F)(F)F)on2)s1)N1CCN(c2ccccc2)CC1	-18%	i	-2%	0	18%	-2%[59 µM]	0%	-2%	4%
CC(C)C(=O)Nc1ccc2c(c1)C(=O)N(CCC(=O)O)C2=O	-7%	-5%	-6%	3	17%	21%[59 µM]	0%	6%	17%
COc1cccc2c(=O)c(C/C=C(/C)Cl)c(C)[nH]c12	-11%	-1%	-14%	-2	30%	19%[59 µM]	-2%	8%	-26%
O=C(NNC(=O)c1ccc(Cl)c(Cl)c1)c1cccnc1	-4%	-7%	4%	-1	56%[activator]	6%	3%	18%	-5%
Cc1ccc(C(=O)c2oc3ccccc3c2NC(=O)c2cc(=O)c3cc(C)ccc3o2)cc1	0%	5%	-8%	-1	32%	-22%[59 µM]	-1%	2%	0%
O=C(NCc1ccco1)C(=O)NCC1OCCN1S(=O)(=O)c1cc(F)ccc1F (centres undefined)	-4%	i	-27%	2	7%	.	-10%	0%	?
COCCN=C1OC(=O)N2C(=O)C3=C4[C@@H](C[C@H]5C(=O)N(c6ccccc6)C(=O)[C@H]5[C@H]4[C@@]12Cc1ccccc1)[C@H]1C(=O)N(c2ccccc2)C(=O)[C@H]1[C@H]3C	-16%	-10%	-21%	-2	31%	4%[59 µM]	12%	2%	-16%
Cc1ccc(OCCOCCn2cnc3ccccc3c2=O)c([N+](=O)[O-])c1	-5%	4%	-5%	2	15%	5%[59 µM]	-1%	9%	2%
CC(C(=O)N1CCN(Cc2ccccc2)CC1)n1ncn2cccc2c1=O (centres undefined)	-10%	-4%	4%	-1	34%	11%	0%	-1%	4%
CCOC(=O)C(C)Sc1nc(=O)n2ccccc2n1 (centres undefined)	-6%	-5%	-11%[11.4 µM]	1	?	14%	0%	0%	-2%
CCN(CC(=O)Nc1c(F)cccc1F)C(=O)c1cccc(-n2cnnn2)c1	-10%	i	-12%	-6	23%	?	0%	-11%	-3%
CCCCc1nc(SCC(=O)N2CCCCC2)c2c(=O)n(C)c(=O)n(C)c2n1	?	0%	-4%	-1	32%	6%[0.501 µM]	1%	-3%	5%
CC(=O)c1ccc(S(=O)(=O)Nc2ccc(C(=O)NCC(c3cccs3)N3CCOCC3)cc2)cc1 (centres undefined)	-8%	-9%	-14%	-6	20%	-29%[59 µM]	-6%	16%	-4%
CCOC(=O)c1sc(S(C)(=O)=O)c2c1CCc1conc1-2	-13%	14%	-2%	-1	30%	56µM*	-8%	-2%	-21%
Cc1ccc(CSc2nnc3[nH]c(=O)cc(C)n23)cc1	-10%	-10%	-14%	5	40%[activator]	2%[59 µM]	-4%	-6%	4%
CCOc1ccccc1NC(=O)Cn1c(=O)n(C(C)C)c(=O)c2oc3ccccc3c21	0%	i	10%	-5	47%	4%[59 µM]	-13%	-13%	-30%
COc1ccc(Cn2c(SCc3ccc(C(=O)NCc4ccc(C)cc4)cc3)nc3cccnc32)cc1	-5%	i	-8%	-3	38%[activator]	-42%[59 µM]	?	-1%	-3%
CCC1(C)Cc2ccccc2-c2nc(NCCCO)n(-c3ccccc3)c(=O)c21 (centres undefined)	-14%	-6%	-15%	-1	21%	8%	1%	-1%	-1%
CC(=O)Nc1nnc(CCS(=O)(=O)c2ccc(C)cc2)s1	-13%	-1%	4%	0	-7%	.	1%	0%	.
CC(=Nc1ccccc1)C1=C(O)C(Cc2ccc(F)cc2)NC1=O (centres undefined)	3%	0%	.	6	.	.	.	1%	.

Another view of three compounds above:
Pol eta inh	Tb PGK inh	JMJD2A Tudor	PI4K2A block	HP1b chromo inh	G9a block	Pin1 inh	GLS inh	BAZ2B block	structure
-8%	-9%	-14%	-6	20%	-29%[59 µM]	-6%	16%	-4%	CC(=O)c1ccc(S(=O)(=O)Nc2ccc(C(=O)NCC(c3cccs3)N3CCOCC3)cc2)cc1 (centres undefined)
-13%	14%	-2%	-1	30%	56µM*	-8%	-2%	-21%	CCOC(=O)c1sc(S(C)(=O)=O)c2c1CCc1conc1-2
-10%	-10%	-14%	5	40%[activator]	2%[59 µM]	-4%	-6%	4%	Cc1ccc(CSc2nnc3[nH]c(=O)cc(C)n23)cc1

Following part:
SMILES	Pol eta inh	Tb PGK inh	JMJD2A Tudor	PI4K2A block	HP1b chromo inh	G9a block	Pin1 inh	GLS inh	BAZ2B block
Cc1[nH]c2ccccc2c1C(=O)C(=O)NCC1CCCO1 (centres undefined)	-5%	0%	-5%	-4	12%	-8%[12.7 µM]	-5%	-3%	-2%
O=C(NCCc1cccc(C(F)(F)F)c1)C1CCC(=O)N(Cc2ccc(Cl)cc2)C1 (centres undefined)	-25%	i	-9%	-6	32%	39%	-1%	-11%	-13%
COCCNC(=S)NCc1ccc2[nH]c3c(c2c1)CCCC3	-24%	1%	56µM*	-3	-18%	45µM*	-21%	12%	.
CCOC(=O)c1[nH]c2c(OCC)nc(OCC)nc2c1Br	-8%	i	-13%	3	18%	.	0%	-2%	.
O=C(CSCc1ccc(Br)cc1)Nc1ccc(S(=O)(=O)N2CCCCCC2)cc1	-10%	.	-9%	-2	28%	-1%	0%	9%	12%
CCn1cc(C(=O)OCC(=O)Nc2cccc(C(C)=O)c2)c(=O)c2ccc(C)nc21	-27%	-9%	-11%	-19	8%	-6%[59 µM]	0%	-17%	-1%
Cc1[nH]c2ccccc2c1SCCNC(=O)c1ccc(S(=O)(=O)N2CCCC2)cc1	-23%	4%	-24%	-2	20%	-9%	2%	-5%	-34%
CNC(=O)/C(C#N)=C/c1c(N(Cc2ccccc2)Cc2ccccc2)nc2ccccn2c1=O	-28%	1%	?	4	2%	1%[59 µM]	?	15%	?
O=C(Oc1cc2oc(=O)cc(-c3ccccc3)c2cc1Cl)C1CCCCC1	-18%	i	9%	8	59%	25%[12.7 µM]	0%	3%	-13%
CCc1ccc(N(CC(=O)NC2CCCC2)C(=O)CCC(=O)Nc2cc(C)on2)cc1	-20%	i	-9%	-1	13%[57 µM]	-34%	-4%	21%	-22%
Cc1ccc(CNC(=O)CSc2nc3ccccc3[nH]2)cc1	-12%	-7%	-12%	-1	54%[activator]	25µM*	-1%	-1%	-20%
CC(C)CNS(=O)(=O)c1ccc(CCC(=O)NCCC2=CCCCC2)cc1	-3%	0%	-25%	7	29%	18%	3%	1%	-21%
COc1cc(NC(=O)Cc2ccc(F)cc2)cc(OC)c1OC	-28%	0%	4%	2	30%[activator]	-36%	5%	2%	-12%
CNS(=O)(=O)c1cn(CC(=O)N2CCN(c3cc(C)ccc3C)CC2)cc1S(=O)(=O)NC	-9%	i	-11%	4	39%	-1%[59 µM]	1%	-4%	-3%
O=C(Cc1cccc2ccccc12)Nc1cc(Cl)ccc1C(=O)O	-1%	i	-22%	-4	17%	.	-12%	8%	-2%
O=C1NC(=S)NC(=O)C1=Cc1ccccc1C(=O)O	?	i	25µM*	-11	-20%	.	.	-9%	.
Cc1c(C(=O)OCCOC(C)C)[nH]c2c1C(=O)CC(C)(C)C2	-21%	-9%	-7%	-4	48%[activator]	3%[59 µM]	1%	-1%	9%
CCOc1ccccc1NC(=O)Cc1coc2c(C)c(C)ccc12	?	13%	46%[activator]	2	32%[activator]	-18%[59 µM]	22%	1%	3%
CC1(OC(=O)C2CCCC2)C(=O)C=C2C=C(c3ccsc3)N(Cc3ccc4c(c3)OCO4)C=C2C1=O (centres undefined)	-3%	-6%	?	-6	?	-14%[12.7 µM]	10%	-2%	?
N#Cc1ccc(NC(=O)C2Cc3ccccc3CN2S(=O)(=O)c2ccc(F)cc2)cc1 (centres undefined)	.	.	-17%	-1	10%	17%[59 µM]	16%	1%	-4%
O=c1[nH]c(CSc2cccc[n+]2[O-])nc2ccccc12	-3%	-1%	-1%	-2	47%[activator]	.	-1%	-7%	-4%
COc1cccc(/C=C2\SC(=S)N(CCC(=O)NC3C=CS(=O)(=O)C3)C2=O)c1 (centres undefined)	-16%	i	-18%	-6	53%[activator]	3%[12.7 µM]	17%	1%	?
CCOc1cc(C(=O)Nc2ccccc2N2CCN(S(C)(=O)=O)CC2)cc(OCC)c1OCC	-14%	4%	-17%	-13	18%	-10%	-1%	6%	7%
Cn1nnnc1SCC(=O)c1ccco1	5%	-10%	-7%	-2	45%	?	-7%	14%	-24%
CC(=O)c1ccc(S(=O)(=O)N2CCCC(N(C)CCc3ccccc3)C2)cc1 (centres undefined)	-17%	i	-32%	21	12%	?	0%	1%	?
CC(C)[C@H](NC(=O)c1c(F)cccc1F)C(=O)OCC(=O)NC(=O)NC1CCCC1	-16%	i	-13%	-6	36%	12%	7%	-3%	-20%
Cc1cc2cc(CCNS(=O)(=O)c3ccc(Br)cc3)c(=O)[nH]c2cc1C	-12%	-10%	-32%	0	-6%	-5%[59 µM]	-1%	2%	-12%
CCOc1ccccc1C(=O)OCC(=O)Nc1ccc(N2CCCCC2)cc1	8%	-10%	-50%[57.1 µM]	4	?	?	-1%	42%[activator]	4%
CCc1ccc(NC(=O)CSc2nc(C)cc(COC)c2C#N)cc1	3%	-8%	-4%	2	40%[activator]	-1%[59 µM]	6%	-6%	-2%
CN(CCOc1ccccc1)C(=O)C1CCC(=O)N(CCc2ccc(Cl)cc2)C1 (centres undefined)	-16%	i	-1%	-6	23%	-32%	-6%	-1%	-24%
Cc1cc(OCC(=O)NC2CCN(Cc3ccccc3)CC2)c2c(C)c(C)c(=O)oc2c1	9%	2%	2%	1	28%	31%	-2%	3%	1%
COc1ccc(N2CC(NC(=O)/C=C\c3ccccc3)CC2=O)cc1OC (centres undefined)	-24%	8%	0%	-5	27%	10%[59 µM]	7%	-2%	0%

Source: PubChem BioAssay (National Center for Advancing Translational Sciences (NCATS))
